Source: PubChem (National Center for Advancing Translational Sciences (NCATS))
TexasRed fluor: counter-screen for TRb-SRC2 inhibitors: fluorescence interference; Potency, µM (doses to about 106 µM), without a hit: at the highest dose fluorescence change, negative = quenching; actives 0.29% (n = 280,000); TRb/SRC2 Texas Red total fluorescence interference; active = well fitted curve in either direction with a large enough effect; inconclusive = small, poorly fitted or top-dose-only effect; also: % is scaled to controls: 0 for no effect and ±100 for the full control effect
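Human TRβ ligand-binding domain (0.6 uM) and Texas Red SRC2 peptide (20 nM) in Tris buffer with 1 uM T3 and 5% DMSO were incubated with pinned compound for 5 hr at ambient temperature. Total fluorescence was computed as S + 2P (555/632 nm).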
TRb SRC2 PPI: TRbeta-SRC2 interaction inhibition | P10828 | TRbeta-SRC2 peptide binding, fluorescence polarization; receptor liganded with 1 µM T3 | Potency, µM (doses to about 106 µM), for the others: at the top dose activity change, negative = inhibition, usual class: inhibitors | actives 0.065% (n = 280,000);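 also: plate controls were bound peptide for no effect and peptide without receptor for full effect; nearly all actives have a fitted effect of over 50% in size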
Target sequence (P10828 whole entry, looked up): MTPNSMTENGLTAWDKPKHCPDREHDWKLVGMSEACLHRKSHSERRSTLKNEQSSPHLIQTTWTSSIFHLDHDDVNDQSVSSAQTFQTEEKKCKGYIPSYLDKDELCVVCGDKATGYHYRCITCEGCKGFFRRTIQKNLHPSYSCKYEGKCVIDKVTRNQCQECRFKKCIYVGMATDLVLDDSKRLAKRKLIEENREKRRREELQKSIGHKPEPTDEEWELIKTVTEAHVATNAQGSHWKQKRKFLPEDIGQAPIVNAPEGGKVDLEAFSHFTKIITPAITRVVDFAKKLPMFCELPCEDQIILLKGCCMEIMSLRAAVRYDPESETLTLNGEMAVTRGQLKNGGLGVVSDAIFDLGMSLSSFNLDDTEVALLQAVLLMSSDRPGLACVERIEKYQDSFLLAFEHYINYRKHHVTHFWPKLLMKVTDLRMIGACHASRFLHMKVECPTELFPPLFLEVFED
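Each compound concentration gave % activity, normalized to unbound and bound Texas Red SRC2 controls, from polarization read after 5 hr ambient incubation with T3-loaded human TRb LBD.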
RECQ1 helicase: inhibitors of human RECQ1 DNA helicase | P46063 | RECQ1 DNA unwinding, red fluorescence kinetic read | Potency, µM (doses to about 57.3 µM), inactives show top-dose activity, negative = inhibition, hits mostly inhibitors | actives 0.54% (n = 240,000);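 also: plate controls were vehicle for no effect and no enzyme for full effect; nearly all actives have a fitted effect of over 30% in size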
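RECQ1T1 50 nM; forked duplex (20 bp + 30-nt ss tails) 200 nM, ATP 2 mM final; pH 8.0, 2 mM MgCl2, 2.5 ug/ml poly(dI-dC); 15 min compound preincubation; discontinuous kinetic read over 2 h at RT.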
SMN2 splice up: SMN2 splice variant enhancement. HEK293 SMN2-luciferase splicing reporter, luminescence, 30-36 h. Potency, µM (titrated, usually from 46.1 µM), for the others: at the top dose activity change, positive = activation, actives largely listed as activators. actives 2.8% (n = 210,000). AID 1458; also: % of control where 0% means no effect; nearly all actives have a fitted effect of over 55% in size
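HEK293 cells carry an SMN2 minigene-luciferase reporter in which exon 7 inclusion puts luciferase in frame. Cells were seeded at 2000 cells/well, attached for 10-12 hours, then exposed to compounds for 30-36 hours at 37C before ONE-Glo luminescence.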
GoLoco inh red: blocks human Gai1 binding to RGS12 GoLoco peptide, red readout; Gai1:RGS12 GoLoco peptide FP, rhodamine, 10 min; Potency, µM (titrated, usually from 61.6 µM), for inactives: at the highest dose activity, negative = inhibition, most hits filed as inhibitors; actives 0.44% (n = 230,000); AID 880; P63096; active = well fitted inhibition curve with a large enough effect, not every such curve was filed as active; inactive = no such curve, though single readings can be large or run the other way; also: % is scaled to controls: 0 for no effect and ±100 for the full control effect; nearly all actives have a fitted effect of over 30% in size; many of its hits are not listed in these tables
LMNA splice mod: changes lamin A minigene splicing in HeLa cells; HeLa LMNA splicing GFP/RFP minigene ratio, 48 h; Potency, µM (series often up to 46.1 µM), for inactives: top-dose ratio change, negative = inhibition, usual class: inhibitors; actives 0.01% (n = 200,000); active = well fitted inhibition curve with a large enough effect in the signal ratio, with a control signal flat, not every such curve was filed as active; inconclusive = small, poorly fitted or top-dose-only effect, or effect the other way, or a change in a side signal; the % refers to the signal ratio; also: % is scaled to controls: 0 for no effect and ±100 for the full control effect
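S3 HeLa cells stably expressing lamin A-EGFP splicing minigene plus DsRed2, 600 cells/well, 48 h compound exposure at 37C. Laser-scanning cytometry; analysed as GFP (500-530 nm)/RFP (575-640 nm) total intensity ratio; 0.5% DMSO vehicle.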
ALDH1A1 inh: inhibitors of human aldehyde dehydrogenase 1A1. Potency, µM (titrated, usually from 75.3 µM), inactives show at the highest dose activity, negative = inhibition, actives largely listed as inhibitors. Purified ALDH1A1, NADH fluorescence, propionaldehyde substrate. actives 7.3% (n = 220,000). P00352; active = well fitted inhibition curve with a large enough effect, not every such curve was filed as active; inconclusive = small, poorly fitted or top-dose-only effect, or another doubt; inactive = no such curve, though single readings can be large or run the other way;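 also: plate controls were no enzyme wells and a reference inhibitor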
Target sequence (P00352 whole entry, looked up): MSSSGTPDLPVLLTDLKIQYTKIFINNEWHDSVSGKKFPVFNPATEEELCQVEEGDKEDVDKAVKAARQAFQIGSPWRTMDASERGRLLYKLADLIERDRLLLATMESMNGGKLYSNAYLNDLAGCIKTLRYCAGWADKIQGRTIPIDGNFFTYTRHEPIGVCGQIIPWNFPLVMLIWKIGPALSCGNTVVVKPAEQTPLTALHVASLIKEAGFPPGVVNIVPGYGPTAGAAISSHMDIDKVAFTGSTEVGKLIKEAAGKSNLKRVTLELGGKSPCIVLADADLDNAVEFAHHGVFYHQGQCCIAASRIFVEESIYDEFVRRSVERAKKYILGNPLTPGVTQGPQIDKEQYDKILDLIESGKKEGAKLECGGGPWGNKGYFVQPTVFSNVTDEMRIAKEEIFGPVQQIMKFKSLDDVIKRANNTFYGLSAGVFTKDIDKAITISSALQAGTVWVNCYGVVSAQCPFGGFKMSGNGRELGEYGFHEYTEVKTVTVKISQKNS
KDM4E inh: JMJD2E (human) inhibition | JMJD2E catalytic domain, FDH-coupled NADH fluorescence (FDH is formaldehyde dehydrogenase) | Potency, µM (top dose mostly 57.1 µM), for the others: top-dose activity change, negative = inhibition, hits mostly inhibitors | actives 1.6% (n = 230,000) | AID 2147; active = well fitted inhibition curve with a large enough effect, not every such curve was filed as active; inconclusive = small, poorly fitted or top-dose-only effect, or another doubt; inactive = no such curve, though single readings can be large or run the other way;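 also: 0% = wells with enzyme and -100% = buffer wells without enzyme; nearly all actives have a fitted effect of over 50% in size; many of its hits are not listed in these tables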
Numbers without * were called inactive; [ ] = remark or other dose. Unless noted, calls follow the shape of the dose curve; as a rule, active = well fitted curve in the direction sought with a large enough effect; inconclusive = small, poorly fitted or top-dose-only effect, or another doubt; inactive = no such curve, though single readings can be large; an effect the other way counts as inactive or inconclusive. Potency is read from the fitted curve at half-maximal effect. Not all compounds are listed; count on the stated rates, not on these rows.

Sample of the layout:
CCC(C)COC(=O)C(C#N)c1nc2ccccc2nc1N1CCCCC1 (configuration not stated) was read as TexasRed fluor -2%, TRb SRC2 PPI -8%, RECQ1 helicase -7%, LMNA splice mod inconclusive, ALDH1A1 inh inconclusive and KDM4E inh inconclusive.
`COc1ccc(OC)c(NC(=O)CN(c2ccc(C(C)C)cc2)S(=O)(=O)c2c(C)noc2C)c1` gave TexasRed fluor -3%, TRb SRC2 PPI -1%, RECQ1 helicase -10%, SMN2 splice up -16%, GoLoco inh red 7%, LMNA splice mod 0%, ALDH1A1 inh -9% and KDM4E inh -5%.

The whole of this part, repeating the preview:
CCC(C)COC(=O)C(C#N)c1nc2ccccc2nc1N1CCCCC1 (configuration not stated) was read as TexasRed fluor -2%, TRb SRC2 PPI -8%, RECQ1 helicase -7%, LMNA splice mod inconclusive, ALDH1A1 inh inconclusive and KDM4E inh inconclusive.
`COc1ccc(OC)c(NC(=O)CN(c2ccc(C(C)C)cc2)S(=O)(=O)c2c(C)noc2C)c1` gave TexasRed fluor -3%, TRb SRC2 PPI -1%, RECQ1 helicase -10%, SMN2 splice up -16%, GoLoco inh red 7%, LMNA splice mod 0%, ALDH1A1 inh -9% and KDM4E inh -5%.
O=c1c2ccccc2nc(-c2ccccc2)n1CCCn1ccnc1 was read as TexasRed fluor 1%, TRb SRC2 PPI 4%, RECQ1 helicase -4%, SMN2 splice up -4%, GoLoco inh red -5%, LMNA splice mod -9%, ALDH1A1 inh 12% and KDM4E inh 10%.
CCN(CC)S(=O)(=O)c1ccc(Oc2ccccc2OC)cc1 was read as TexasRed fluor -1%, TRb SRC2 PPI -5%, RECQ1 helicase -12%, GoLoco inh red 7% and KDM4E inh 4%.
For OC(CNCCc1ccccc1)c1ccccc1 (configuration not stated) the results were TexasRed fluor -2%, TRb SRC2 PPI -2%, RECQ1 helicase 1%, SMN2 splice up 8%, GoLoco inh red 6%, LMNA splice mod 1%, ALDH1A1 inh -7% and KDM4E inh 2%.
For COc1ccc2nc(NC(=O)c3ccc4ncsc4c3)sc2c1 the results were TexasRed fluor -9%, TRb SRC2 PPI -4%, RECQ1 helicase -7%, SMN2 splice up inconclusive, GoLoco inh red 8%, LMNA splice mod 5%, ALDH1A1 inh inconclusive and KDM4E inh inconclusive.
Screening O=C(Cc1ccc2c(c1)OCCO2)N1CCN(c2ccccc2)CC1 returned TexasRed fluor -1%, TRb SRC2 PPI -2%, RECQ1 helicase inactive, SMN2 splice up 3%, GoLoco inh red 5%, LMNA splice mod -13%[46 µM], ALDH1A1 inh -2% and KDM4E inh 15%.
For CC(C)(C)C(=O)N1CCCC1C(=O)O (configuration not stated) the results were TexasRed fluor 1%, TRb SRC2 PPI 6%, RECQ1 helicase 6%, SMN2 splice up 12%, GoLoco inh red 11%, LMNA splice mod -1%, ALDH1A1 inh 1% and KDM4E inh 9%.
Screening COc1ccc(C(=O)C2CCN(C(=S)NCC3CCCO3)CC2)cc1 (configuration not stated) returned TexasRed fluor -1%, TRb SRC2 PPI -7%, RECQ1 helicase 0%, SMN2 splice up -49%[inhibitor], GoLoco inh red 1%, ALDH1A1 inh inconclusive and KDM4E inh 6%.
Screening CC(Sc1nnc2ccccn12)C(=O)N1CCc2ccccc2C1 (configuration not stated) returned TexasRed fluor -1%, TRb SRC2 PPI -3%, RECQ1 helicase -12%, SMN2 splice up 23%, GoLoco inh red -2%, LMNA splice mod 15%, ALDH1A1 inh 0% and KDM4E inh -5%.
Screening CCOC(=O)c1cc(-c2ccc(OC)cc2)n(CCC(=O)NC2CCN(Cc3ccccc3)CC2)c1C returned TexasRed fluor -2%, TRb SRC2 PPI 7%, RECQ1 helicase -6%, SMN2 splice up -3%, GoLoco inh red 7%, ALDH1A1 inh -12% and KDM4E inh -1%.
For Cc1c(C)n(CC(O)CN(CCO)CCO)c2ccccc12 (configuration not stated) the results were TexasRed fluor -1%, TRb SRC2 PPI 1%, RECQ1 helicase -14%, SMN2 splice up -45%[inhibitor], GoLoco inh red 9%, ALDH1A1 inh -12% and KDM4E inh inconclusive.
Screening CCCCOC1(c2ccccc2)NC(=S)NN=C1c1ccccc1 (configuration not stated) returned TexasRed fluor -3%, TRb SRC2 PPI 1%, RECQ1 helicase -14%, SMN2 splice up -1%, GoLoco inh red 5%, LMNA splice mod -9%, ALDH1A1 inh 0.56µM* and KDM4E inh -1%.
CCOC(=O)N1CCC(NC(=O)C(Cc2ccccc2)NC(=O)C2CCCCC2)CC1 (configuration not stated) was read as TexasRed fluor -8%, TRb SRC2 PPI 2%, RECQ1 helicase -5%, SMN2 splice up -17%, GoLoco inh red -5%, LMNA splice mod 11%, ALDH1A1 inh -8% and KDM4E inh 4%.
CC(=O)c1c(C)[nH]c(C(=O)NCc2ccc(C)cc2)c1C was read as TexasRed fluor -2%, TRb SRC2 PPI -3%, RECQ1 helicase -8%, SMN2 splice up 0%, GoLoco inh red 28%, LMNA splice mod -18%, ALDH1A1 inh -6% and KDM4E inh -2%.
Screening O=C(COC(=O)CNS(=O)(=O)c1c(Cl)cccc1Cl)Nc1cccnc1Cl returned TexasRed fluor 0%, TRb SRC2 PPI 2%, RECQ1 helicase inactive, SMN2 splice up 7%, GoLoco inh red 16%, LMNA splice mod 6%, ALDH1A1 inh 5% and KDM4E inh -7%.
CCc1cccc(C)c1NC(=O)c1cccc(N(C)C)c1 was read as TexasRed fluor -3%, TRb SRC2 PPI 2%, RECQ1 helicase -7%, SMN2 splice up -25%, GoLoco inh red -32%, LMNA splice mod -2%, ALDH1A1 inh inconclusive and KDM4E inh inconclusive.
Screening CCN(CC)c1ccc(C2NCC(c3ccc([N+](=O)[O-])cc3)O2)cc1 (configuration not stated) returned TexasRed fluor 1%, TRb SRC2 PPI -5%, RECQ1 helicase 7%, SMN2 splice up -15%, GoLoco inh red 17%, LMNA splice mod -4%, ALDH1A1 inh 0.28µM* and KDM4E inh -11%.
Screening O=C(c1ccc(Cl)cc1)c1c[nH]cc1-c1ccccc1 returned TexasRed fluor -3%, TRb SRC2 PPI -12%, RECQ1 helicase -5%, SMN2 splice up -3%, GoLoco inh red 1%, LMNA splice mod -3%, ALDH1A1 inh 13% and KDM4E inh 3%.
`COc1c(C)cc(C(=O)C2CCCN(S(=O)(=O)c3c(C)noc3C)C2)cc1C` (configuration not stated) gave TexasRed fluor -4%, TRb SRC2 PPI -2%, RECQ1 helicase inactive, GoLoco inh red 5%, ALDH1A1 inh -3% and KDM4E inh -6%.
For CN(C)C=Nc1ccc(Cl)c(Cl)c1 the results were TexasRed fluor -8%, TRb SRC2 PPI -1%, RECQ1 helicase inactive, GoLoco inh red 7% and KDM4E inh 3%.
For N#C/C(=C\c1cccs1)C(=O)NCc1ccco1 the results were TexasRed fluor -9%, TRb SRC2 PPI -5%, RECQ1 helicase -4%, SMN2 splice up -4%, GoLoco inh red 8%, LMNA splice mod -11%, ALDH1A1 inh 2% and KDM4E inh -1%.
For COc1ccc(Cc2noc(CN(C)C3CC(C)(C)NC(C)(C)C3)n2)cc1OC the results were TexasRed fluor -2%, TRb SRC2 PPI 1%, RECQ1 helicase -5%, GoLoco inh red -4%, ALDH1A1 inh 1% and KDM4E inh -2%.
CCCCn1cnc2c(cnn2-c2ccc(F)cc2)c1=O was read as TexasRed fluor -6%, TRb SRC2 PPI -3%, RECQ1 helicase -7%, SMN2 splice up -24%, GoLoco inh red 2%, LMNA splice mod 2%, ALDH1A1 inh -6% and KDM4E inh -11%.
Screening Cc1nnc(SCC(=O)Nc2ncc(Cl)cc2Cl)n1Cc1ccccc1 returned TexasRed fluor 1%, TRb SRC2 PPI 12%, RECQ1 helicase 3%, SMN2 splice up -16%, GoLoco inh red 1%, LMNA splice mod 3%, ALDH1A1 inh inconclusive and KDM4E inh 4%.
For CCOc1ccc(-n2c(SCc3ccc(C#N)cc3)nnc2-c2cccnc2)cc1 the results were TexasRed fluor -1%, TRb SRC2 PPI 0%, RECQ1 helicase -9%, SMN2 splice up 3%, GoLoco inh red 3%, LMNA splice mod 15%, ALDH1A1 inh -3% and KDM4E inh 8%.
CCCCNCC(=O)Nc1ccc(NC(=O)CNCCCC)cc1 was read as TexasRed fluor -9%, TRb SRC2 PPI 0%, RECQ1 helicase -7%, SMN2 splice up 12%, GoLoco inh red 2%, LMNA splice mod -1%, ALDH1A1 inh -2% and KDM4E inh -1%.
`S=C(Nc1ccccc1)N1CCC(C2CCN(C(=S)Nc3ccccc3)CC2)CC1` gave TexasRed fluor -2%, TRb SRC2 PPI 1%, RECQ1 helicase inactive, GoLoco inh red 7%, ALDH1A1 inh -2% and KDM4E inh 9%.
`O=C(CN1C(=O)NC2(CCCC2)C1=O)Nc1ccccc1-c1ccccc1` gave TexasRed fluor 0%, TRb SRC2 PPI 2%, RECQ1 helicase -1%, GoLoco inh red -11% and KDM4E inh 7%.
Screening Cc1ccc(S(=O)(=O)C(CCC(=O)c2ccc(Cl)cc2)C(N)=O)cc1 (configuration not stated) returned TexasRed fluor -3%, TRb SRC2 PPI 1%, RECQ1 helicase inactive, SMN2 splice up -9%, GoLoco inh red -1%, LMNA splice mod -5%, ALDH1A1 inh -11% and KDM4E inh -7%.
For CCc1n[nH]c2c1/C(=N/O)CCC2 the results were TexasRed fluor -2%, TRb SRC2 PPI -13%, RECQ1 helicase -5%, SMN2 splice up -11%, GoLoco inh red 3%, LMNA splice mod -2%, ALDH1A1 inh -2% and KDM4E inh -2%.
Screening Cc1cc(NCCCn2ccnc2)n2nc(-c3ccc(F)cc3)cc2n1 returned TexasRed fluor -1%, TRb SRC2 PPI -5%, RECQ1 helicase -12%, SMN2 splice up 26%, GoLoco inh red 9%, LMNA splice mod -14%, ALDH1A1 inh inconclusive and KDM4E inh inconclusive.
Screening Cc1cc(-c2nc3cccnc3s2)ccc1NS(=O)(=O)c1cccs1 returned TexasRed fluor -12%, TRb SRC2 PPI 12%, RECQ1 helicase inactive, GoLoco inh red 10%, ALDH1A1 inh inconclusive and KDM4E inh inconclusive.
